# Bioassay records deposited in PubChem by National Center for Advancing Translational Sciences (NCATS).
# Tb PGK inh = T. brucei PGK inhibition; P07378; PGK/GAPDH coupled, Kinase-Glo luminescence, 60 min; Potency, µM (doses to about 57.5 µM), without a hit: top-dose activity change, negative = inhibition, hits mostly inhibitors; 380,000 compounds, 0.043% hits; AID 602233; also: potency is read from the fitted curve at half-maximal effect; nearly all actives have a fitted effect of over 60% in size
#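 Luminescent ATP detection (Kinase-Glo Plus) follows a 60-minute room-temperature incubation, with wells lacking PGK as controls. Buffer: 100 mM TEA (pH 7.6), 5 mM MgCl2, 0.01% Tween-20. Coupling enzyme GAPDH (100 nM final) supplies unstable 1,3-BPG in-well.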
# POLH inh = blocks human DNA polymerase eta activity; recombinant Pol eta, fluorescent DNA replication assay; Potency, µM (titrated, usually from 114 µM), for the others: top-dose activity change, negative = inhibition, usual class: inhibitors; AID 588591; Q9Y253; 390,000 compounds, 1.2% hits; also: potency is read from the fitted curve at half-maximal effect
# Target sequence (Q9Y253 whole entry, looked up): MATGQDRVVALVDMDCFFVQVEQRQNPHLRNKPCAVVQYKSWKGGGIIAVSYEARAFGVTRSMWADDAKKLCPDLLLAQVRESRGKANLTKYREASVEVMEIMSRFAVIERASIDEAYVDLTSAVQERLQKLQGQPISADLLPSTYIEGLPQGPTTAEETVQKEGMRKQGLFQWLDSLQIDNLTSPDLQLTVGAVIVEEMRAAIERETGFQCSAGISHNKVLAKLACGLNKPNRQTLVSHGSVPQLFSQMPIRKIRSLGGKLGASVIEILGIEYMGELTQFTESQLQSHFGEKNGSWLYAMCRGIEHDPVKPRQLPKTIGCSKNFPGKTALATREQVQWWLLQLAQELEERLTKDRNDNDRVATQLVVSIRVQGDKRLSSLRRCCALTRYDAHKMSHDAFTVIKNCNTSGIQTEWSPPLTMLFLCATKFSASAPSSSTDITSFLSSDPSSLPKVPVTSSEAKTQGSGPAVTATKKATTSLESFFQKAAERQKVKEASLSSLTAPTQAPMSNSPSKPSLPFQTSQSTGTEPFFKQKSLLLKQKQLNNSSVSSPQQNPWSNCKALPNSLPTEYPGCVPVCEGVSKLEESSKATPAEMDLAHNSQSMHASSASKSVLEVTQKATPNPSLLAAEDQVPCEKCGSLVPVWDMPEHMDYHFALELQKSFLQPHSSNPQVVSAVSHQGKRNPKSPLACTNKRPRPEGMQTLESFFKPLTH
#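 Pol eta (10 nM) was preincubated with compounds for 15 min at room temperature, after which fluorescent replication substrate (50 nM final) was added to start the reaction. Fluorescence was read kinetically at 0 and 10 min.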
# RXFP1 antagonist = antagonists of human relaxin receptor RXFP1; HEK293-RXFP1, relaxin-stimulated cAMP HTRF, 30 min; active compounds read low; activity change, negative = inhibition, % at 57.5 µM; 350,000 compounds, 0.59% hits;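 active = activity change of -60% or lower, but not beyond a set lower limit; inconclusive = change between -60% and -40%, or beyond the set limit; inactive = change above -40%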
# * marks the source's active call; other numbers are inactive results; i = inactive; ? = inconclusive. Unless noted, calls follow the shape of the dose curve; as a rule, active = well fitted curve in the direction sought with a large enough effect; inconclusive = small, poorly fitted or top-dose-only effect, or another doubt; inactive = no such curve, though single readings can be large; an effect the other way counts as inactive or inconclusive. % is scaled to controls: 0 for no effect and ±100 for the full control effect. These rows are one share of the data. The share of hits here may be higher or lower than overall.
entry	compound	Tb PGK inh	POLH inh	RXFP1 antagonist
1	C(=NNc1nnn(Cc2ccccc2)n1)c1ccccc1	i	-3%	-1
2	O=C1NC(Cc2ccccc2)c2nc3ccc(F)cc3c(=O)n2-c2cc3ccccc3cc21 (centres undefined)	6%	-17%	-6
3	Cc1cc(OCC(=O)OCC(=O)NC2CCS(=O)(=O)C2)ccc1Cl (centres undefined)	5%	-10%	6
4	CCCCCC(O)C=CC1C(O)CC(O)C1CC=CCCCC(=O)O (centres undefined)	-6%	-6%	8
5	Cc1ccc(C(=O)NCC(=O)N(C)Cc2ccccc2C)s1	4%	-3%	-1
6	OC(COc1ccc(-c2ccccc2)cc1)CN1CCCCC1 (centres undefined)	-2%	-6%	-5
7	COc1cc(NC(=O)CSc2nnc3ccccn23)cc(OC)c1OC	0%	-17%	4
8	Cc1cc(NCC(=O)Nc2ccc(C)c(S(=O)(=O)N3CCOCC3)c2)ccc1Br	-11%	-28%	10
9	COc1ccccc1CNC(=O)C(=O)c1cn(CC(=O)N2CCCCC2)c2ccccc12	0%	2%	-1
10	CC1(c2nc3ccccc3cc2C#N)OCCO1	-9%	-24%	2
11	Cc1ccc([C@H]2C[C@@H](n3cc(COC(=O)c4ccccc4)nn3)[C@H](O)CN2Cc2cccs2)cc1	0%	-2%	0
12	COc1ccccc1NC(=O)c1ccccc1SCC(=O)N1CCCC1	0%	-12%	2

entry	compound	Tb PGK inh	POLH inh	RXFP1 antagonist
13	O=C(NCCOc1ccccc1)c1ccccc1F	4%	-3%	7
14	CSC[C@H]1CN(c2ccc(Br)cc2)C(=O)[C@@H]1CC(=O)Nc1ccc(Br)cc1	-8%	-6%	18
15	CCOc1ccc(NC(=O)COC(=O)C2COc3ccccc3O2)cc1 (centres undefined)	-8%	-16%	3
16	COc1ccc(C(=O)N/C(=C\c2ccc(Cl)cc2)C(=O)NCc2ccncc2)cc1	5%	-3%	3
17	C=CCOc1ccc(C[C@H](N)C(=O)NC[C@H]2O[C@@H](n3cc(C)c(=O)[nH]c3=O)C[C@@H]2O)cc1	3%	-10%	3
18	CC(Sc1ccc(S(=O)(=O)N2CCN(C)CC2)cn1)C(=O)NC1CCCC(C)C1C (centres undefined)	-5%	-7%	1
19	CCCNCC(=O)Nc1sc2c(c1C(=O)Nc1c(C)n(C)n(-c3ccccc3)c1=O)CCCC2	-1%	4%	5
20	O=C(COC(=O)c1ccc(F)cc1Cl)NC1CC1	-5%	-6%	5
21	C[C@@H](CO)NC(=O)c1[nH]cnc1C(=O)Nc1cccc(Cl)c1	-1%	-10%	9
22	O=C(c1ccco1)N1CCN(C(=O)c2ccc(Br)o2)CC1	1%	-17%	1
23	Cc1ccc(S(=O)(=O)N(C)C[C@@H]2Oc3ncc(C#CCC(C)C)cc3C(=O)N([C@H](C)CO)C[C@H]2C)cc1	2%	-18%	-9
24	COc1ccc(NC(=O)CN2C(=O)NC(C)(Cc3ccc(OC)c(OC)c3)C2=O)cc1 (centres undefined)	i	-5%	1

entry	compound	Tb PGK inh	POLH inh	RXFP1 antagonist
25	CC(=O)N1C[C@H]2CON(C)[C@H]2C[C@H]1c1ccc(-c2cccnc2)cc1	-7%	-15%	2
26	CC(c1ccc2ccccc2c1)c1ccccc1C(=O)O (centres undefined)	i	-15%	-9
27	COc1cc2nc(CN3CCN(S(=O)(=O)c4ccccc4[N+](=O)[O-])CC3)[nH]c(=O)c2cc1OC	2%	-13%	1
28	CCN(CC)C(=O)C1=C(C)N(Cc2ccc(OC)cc2)C(=O)C(CC(=O)NCCCN(C)C)C1 (centres undefined)	-6%	-10%	-4
29	COc1ccc(CNC(=O)C[C@@H]2C[C@H]3c4cc(NC(=O)NC5CCCC5)ccc4O[C@H]3[C@H](CO)O2)cc1	-2%	6%	1
30	C[C@@H]1CN([C@@H](C)CO)C(=O)CCCn2nncc2CO[C@@H]1CN(C)C(=O)Nc1cccc2ccccc12	-5%	-16%	8
31	CSc1nc(SCc2ccccc2)[nH]c(=O)n1	0%	-13%	-14
32	CC(C)(C)OC(=O)N1CC2(CCCCC2)CC1Cc1ccc(C(F)(F)F)cc1 (centres undefined)	-9%	-4%	5
33	COc1ccc(-c2ccc3[nH]c4c(c3c2)CCN2C(=O)[C@@H]([C@H](C)O)[C@@H](N(C)C(=O)Nc3cc(Cl)cc(Cl)c3)C[C@@H]42)cc1	-4%	-8%	5
34	CCOC(=O)CN(C(=O)c1snc(C(N)=O)c1N)C(C(=O)NCCC(C)C)c1ccc(C)cc1 (centres undefined)	0%	-18%	-3
35	O=C1NC(Cc2ccccc2)c2nc3ccc(F)cc3c(=O)n2-c2ncccc21 (centres undefined)	4%	7%	-10
36	CC(NS(=O)(=O)c1ccc(Br)cc1F)[C@H](O)c1ccccc1 (some centres undefined)	3%	-19%	9

# By substructure: the entries above with a COOH group (2)
entry	compound	Tb PGK inh	POLH inh	RXFP1 antagonist
4	CCCCCC(O)C=CC1C(O)CC(O)C1CC=CCCCC(=O)O (centres undefined)	-6%	-6%	8
26	CC(c1ccc2ccccc2c1)c1ccccc1C(=O)O (centres undefined)	i	-15%	-9

# Following part.
entry	compound	Tb PGK inh	POLH inh	RXFP1 antagonist
37	COc1ccc(NC(=O)N(C)[C@H]2C[C@H]3c4[nH]c5ccc(-c6ccc7c(c6)OCO7)cc5c4CCN3C[C@H]2[C@H](C)O)cc1	-3%	-15%	-5
38	CCCc1c(C(=O)N/N=C(\C)c2ccccn2)nnn1-c1nonc1N	i	1%	7
39	O=C(NCCc1c[nH]c2ccccc12)c1ccc([N+](=O)[O-])o1	-8%	-4%	5
40	CC(C)C1C(=O)N(Cc2cn(CCC3OCCO3)nn2)CCS(=O)(=O)N1Cc1ccc(-c2ccccc2)cc1 (centres undefined)	6%	-17%	-31
41	CC(C)c1cc(C(=O)N(C)C2CCCN(Cc3ccccc3F)C2)n(C)n1 (centres undefined)	-3%	-7%	0
42	CC1(C)CN(Cc2ccccc2)C(=O)[C@H]1CC(=O)Nc1ccccc1	-6%	-7%	-10
43	C[C@@H]1CN([C@@H](C)CO)C(=O)CCCn2cc(nn2)CO[C@H]1CN(C)S(=O)(=O)c1ccc2ccccc2c1	-2%	-13%	-6
44	CN(Cc1ccc(F)cc1)S(=O)(=O)c1ccc2[nH]c(=O)[nH]c2c1	7%	0%	9
45	CCCCCCN1C[C@H](O)[C@@H](n2cc(COC(=O)c3ccccc3)nn2)C[C@@H]1c1ccc(Cl)cc1	-3%	-19%	-8
46	Cc1ccc([C@H]2C[C@@H](n3cc(-c4ccc(F)cc4)nn3)[C@H](O)CN2C(=O)C2CCCCC2)cc1	7%	-9%	-21
47	C[C@@H]1CN([C@@H](C)CO)C(=O)CCCn2nncc2CO[C@@H]1CN(C)C(=O)c1ccccc1	-8%	-18%	11
48	Cc1ccccc1S(=O)(=O)N(C)C[C@@H]1OCc2cnnn2CCCC(=O)N([C@@H](C)CO)C[C@H]1C	i	1%	8

entry	compound	Tb PGK inh	POLH inh	RXFP1 antagonist
49	O=C(NCCCN1CCOCC1)c1cc(S(=O)(=O)N2CCCCC2)ccc1Cl	-9%	-6%	-2
50	Cc1cccc(NC(=O)c2sc3nc(C)nc(N4CCOCC4)c3c2C)c1	-3%	-13%	-1
51	O=C(Cn1ccc(=O)[nH]c1=O)c1ccc([N+](=O)[O-])o1	-1%	-1%	9
52	COC(=O)N(C)C[C@@H]1OCc2cnnn2CCCC(=O)N([C@H](C)CO)C[C@H]1C	-1%	-12%	4
53	O=C(O)c1ccc(NC2=C/C(=N/S(=O)(=O)c3cccs3)c3ccccc3C2=O)cc1	?	8.9µM*	-7
54	COc1ccc(CC(=O)Nc2cc(F)ccc2F)cc1S(=O)(=O)N1CCOCC1	-9%	2%	11
55	CC1CN(C(=O)c2cccc(NS(=O)(=O)c3ccc(Br)cc3)c2)CC(C)O1 (centres undefined)	i	-9%	2
56	COC(=O)N(C)C[C@@H]1OCc2cn(nn2)CCCC(=O)N([C@@H](C)CO)C[C@H]1C	6%	-1%	1
57	COc1cccc(-c2cc3nc(-c4ccccc4)cc(N4CCN(C(=O)c5ccoc5)CC4)n3n2)c1	7%	-6%	0
58	O=C(O)c1ccccc1-c1ccc([N+](=O)[O-])cc1Cl	-6%	0%	6
59	CCN(CC)C(=O)C1=C(C)N(Cc2ccc(C(C)(C)C)cc2)C(=O)C(CC(=O)NCCc2ccccn2)C1 (centres undefined)	3%	-12%	2
60	COc1ccc([C@H]2C[C@H](n3cc(-c4ccc(F)cc4)nn3)[C@@H](O)CN2C(=O)C2CCCCC2)cc1	1%	-17%	-12

entry	compound	Tb PGK inh	POLH inh	RXFP1 antagonist
61	CS(=O)(=O)Nc1ccc2c(c1)[C@@H]1C[C@@H](CC(=O)NCc3cccnc3)O[C@H](CO)[C@@H]1O2	-5%	-23%	-3
62	COc1ccc(C)cc1NC(=O)COC(=O)Cc1c[nH]c2ccccc12	-6%	-20%	7
63	C[C@H](CO)N1C[C@H](C)[C@H](CN(C)C(=O)Nc2ccc3c(c2)OCO3)Oc2ncc(Br)cc2C1=O	-1%	-19%	4
64	O=C(c1ccc(F)cc1)N1CCC(C(=O)N2CCCc3ccccc32)CC1	1%	-4%	-3
65	Cc1[nH]c(=O)[nH]c(=O)c1NC(=O)c1ccccc1[N+](=O)[O-]	-3%	-11%	3
66	O=C(Nc1oc2ccccc2c(=O)c1-c1ccc2c(c1)OCO2)c1ccco1	4%	-2%	-1
67	O=Nc1c(O)cc(O)c2ccccc12	-11%	-10%	10
68	COc1ccccc1N1CCN(C(=O)CCCn2c(=S)[nH]c3ccccc3c2=O)CC1	-11%	-16%	-65*
69	C[C@@H]1CN([C@H](C)CO)C(=O)CCCn2cc(nn2)CO[C@H]1CN(C)S(=O)(=O)c1ccc(C#N)cc1	-3%	-14%	-3
70	CCc1cccc(CC)c1N1C(=O)COCC1=O	-8%	-3%	5

# 6 entries from above, with the structure last:
nr | Tb PGK inh | POLH inh | RXFP1 antagonist | canonical_smiles
62 | -6% | -20% | 7 | COc1ccc(C)cc1NC(=O)COC(=O)Cc1c[nH]c2ccccc12
64 | 1% | -4% | -3 | O=C(c1ccc(F)cc1)N1CCC(C(=O)N2CCCc3ccccc32)CC1
65 | -3% | -11% | 3 | Cc1[nH]c(=O)[nH]c(=O)c1NC(=O)c1ccccc1[N+](=O)[O-]
63 | -1% | -19% | 4 | C[C@H](CO)N1C[C@H](C)[C@H](CN(C)C(=O)Nc2ccc3c(c2)OCO3)Oc2ncc(Br)cc2C1=O
66 | 4% | -2% | -1 | O=C(Nc1oc2ccccc2c(=O)c1-c1ccc2c(c1)OCO2)c1ccco1
70 | -8% | -3% | 5 | CCc1cccc(CC)c1N1C(=O)COCC1=O

# Some entries already given, reduced to RXFP1 antagonist and POLH inh.
cpd | molecule | RXFP1 antagonist | POLH inh
67 | O=Nc1c(O)cc(O)c2ccccc12 | 10 | -10%
68 | COc1ccccc1N1CCN(C(=O)CCCn2c(=S)[nH]c3ccccc3c2=O)CC1 | -65* | -16%
69 | C[C@@H]1CN([C@H](C)CO)C(=O)CCCn2cc(nn2)CO[C@H]1CN(C)S(=O)(=O)c1ccc(C#N)cc1 | -3 | -14%
